# UTI89 phage lysis: protection from phage-mediated lysis, alamar blue read-out – E. coli UTI89, K1F phage, bacterial capsule biogenesis inhibitors (AID 488966); inhibition, % at 100 µM, or IC50 in µM where a hit was titrated; E. coli UTI89 K1F phage lysis, alamar blue, 2 h; higher % means a stronger effect; 0.02% of 340,000 active;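 active means phage lysis inhibition, versus mean bacterial control, above a set limit; inconclusive means no clear call, values can overlap the other calls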;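 further: capsule biogenesis inhibitors block K1F phage lysis so surviving cells raise fluorescence; higher fluorescence means more inhibition of phage lysis; actives were called in the ten point dose series up to 300 µM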
# T cell modulator: T cell immune modulation candidate. 2C CD8+ T cell-vesicle binding, flow cytometry; hits give low values. calls only at 7 µM. 0.068% of 330,000 active;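 active means response, share of CD8 T cells binding vesicles, and their 90th percentile fluorescence all below set limits, cut at about 80% in these data, passing the limit was not always enough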
#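 Assay system – 2C mouse CD8+ T cells · Also added – QL9-loaded Drosophila micro-vesicles · Timing – Cell–vesicle co-incubation 1.5 h at 37 °C, staining 20 min on ice · Signal – flow cytometry of vesicle-bound cells · Measure – percent CD8+ FL2 mean versus row control · Controls – Peptide-free naked vesicles (low) and QL9 vesicles with 0.7% DMSO vehicle (high)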
# PhoP inhibition: PhoP-dependent GFP reporter repression – Salmonella Typhimurium, primary screen (AID 1863) | S. Typhimurium PhoP-regulated promoter GFP reporter, 4 h; higher % means a stronger effect | inhibition, % at 50 µM; hits with a dose series show IC50 in µM | 0.16% of 300,000 active;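 active means inhibition over 29.93%, a cutoff 3 SD above the screen mean, later confirmed by dose response; inconclusive means inhibition over 29.93% but no dose response follow-up; inactive means inhibition at most 29.93% or unconfirmed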;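 further: 0% = low Mg2+ inducing control and 100% = high Mg2+ repressing control; strong numbers were not always called active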
# Dengue-2 NS5 capping: Dengue-2 NS5 methyltransferase inhibitors, primary screen, biochemical, confirmation dose response (AID 588689); Dengue-2 NS5 methyltransferase capping enzyme assay, biochemical; higher % means a stronger effect; 0.3% of 340,000 active; inhibition, % at 25 µM; hits with a dose series show IC50 in µM; in the data active means a potency from the dose series; inconclusive means inhibition above about 29% without an active follow-up result
# Rac1 GTP hydrolysis: MgcRacGAP GTPase-activating activity inhibitors, confirmation, biochemical, ADP Hunter fluorescence; one-dose inhibition, % at 30 µM; IC50 in µM for titrated hits; 0.6% of 340,000 active; MgcRacGAP-stimulated Rac1 GTP hydrolysis, ADP Hunter fluorescence; higher % means a stronger effect; GST-tagged Rac1 F28L mutant substrate;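 active means first-screen hits whose inhibition reached a set limit at any dose in the follow-up dose series; inconclusive means inhibition above the set first-screen limit but never retested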;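 further: fluorescence reports GDP produced by GAP-driven GTP hydrolysis; strong numbers were not always called active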
# NTR1 agonist: agonists of NTR1, primary screen, imaging, U2OS cells, beta-arrestin-GFP, high content (AID 493036); P30989; NTR1-U2OS beta-arrestin-GFP spot imaging, agonist mode; 0.17% of 330,000 active; activation, % at 20 µM;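 active means activation at or above 40% of the spot to cytoplasm intensity ratio, with at least 20 cells analyzed; inconclusive means wells under 20 cells, flagged as cytotoxic or low count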;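 further: 0% = DMSO without peptide and 100% = 100 nM NTR1 peptide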
# Target sequence (P30989 whole entry, looked up): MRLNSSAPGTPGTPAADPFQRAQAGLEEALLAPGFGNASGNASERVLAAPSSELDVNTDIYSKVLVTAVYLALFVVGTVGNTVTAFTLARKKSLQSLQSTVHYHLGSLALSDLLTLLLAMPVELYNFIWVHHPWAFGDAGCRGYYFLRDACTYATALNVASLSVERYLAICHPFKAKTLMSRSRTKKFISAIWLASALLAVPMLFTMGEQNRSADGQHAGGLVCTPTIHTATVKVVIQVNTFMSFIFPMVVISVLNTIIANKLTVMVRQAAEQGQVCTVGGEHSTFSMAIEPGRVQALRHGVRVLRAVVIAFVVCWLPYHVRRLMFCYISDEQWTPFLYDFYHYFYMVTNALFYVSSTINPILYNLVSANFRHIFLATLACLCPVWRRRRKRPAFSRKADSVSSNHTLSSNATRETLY
# Large T inhibition: TAg ATPase/helicase activity blockers – biochemical (AID 1903) | SV40 large T antigen ATPase/helicase inhibition assay; higher % means a stronger effect | inhibition, % at 20 µM; hits with a dose series show IC50 in µM | 0.39% of 310,000 active; in the data active means a potency from the dose series; inconclusive means inhibition mostly from about 32% at the one dose, without a potency; inactive means the rest, 99 in 100 with inhibition below about 32%; further: strong numbers were not always called active
# RSV antiviral HEp-2: inhibition of RSV-induced cytopathic effect – HEp-2 cells, primary 10 µM value included (AID 2391). HEp-2 cells, RSV-induced CPE inhibition; higher % means a stronger effect. CPE inhibition, % at 10 µM; hits with a dose series show IC50 in µM. 0.13% of 310,000 active; in the data active means a potency from the dose series; inconclusive means CPE inhibition mostly from about 23% at the one dose, without a potency; inactive means the rest, 99 in 100 with CPE inhibition below about 21%; further: strong numbers were not always called active
# West Nile virus CPE: West Nile virus antiviral activity, cell-based, CPE readout (AID 1621); 0.02% of 290,000 active; CPE inhibition, % at 10 µM, or IC50 in µM where a hit was titrated; West Nile virus-infected cells, CPE inhibition; higher % means a stronger effect; in the data active means a potency from the dose series; inconclusive means CPE inhibition mostly from about 3.7% at the one dose, without a potency; inactive means the rest, 99 in 100 with CPE inhibition below about 2.2%; further: strong numbers were not always called active
# T cell modulator vesicle-bound %: second read-out of T cell modulator, no call of its own (marks repeat the call); double positive events, %; measured here: CD8+ vesicle-bound cell fraction;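 binding gate set so that unloaded-vesicle control wells show 10% double positive cells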
# NTR1 agonist cell count 20 µM: further read-out of NTR1 agonist, marked with its call; cell count; measured here: cell count, cytotoxicity flag
# Dengue-2 NS5 capping pilot replicate: also measured in Dengue-2 NS5 capping; calls as there; inhibition, %; measured here: pilot screen replicate inhibition
# The depositor's hits bear a star; i = inactive; u = inconclusive; x = no result given; [ ] = remark or other dose.
SMILES,UTI89 phage lysis,T cell modulator,T cell modulator vesicle-bound %,PhoP inhibition,Dengue-2 NS5 capping,Rac1 GTP hydrolysis,NTR1 agonist,NTR1 agonist cell count 20 µM,Large T inhibition,RSV antiviral HEp-2,West Nile virus CPE,others
CCOC(=O)c1cc2c(=O)n3ccccc3nc2n(CCOC)c1=NC(=O)c1c(-c2c(F)cccc2Cl)noc1C,0.8%,i,8,5%,u,6%,7.9,59,4%,45%,0.8%,
Cc1ccc(-n2nc3c(=O)n(C(C)C(=O)NCCCc4ccccc4)nc(C)c3c2C)cc1 (centres undefined),0.1%,i,32,0%,1%,12%,-0.3,50,20%,-0.4%,-0.2%,
COc1ccc(-c2cc(C(F)(F)F)c(C#N)c(=O)[nH]2)cc1,0.2%,i,26,-12%,2%,0%,0.4,55,18%,3.8%,0.3%,
Cc1cccc(C(=O)OCC(=O)N(C)c2ccccc2)c1C,0.0%,i,10,11%,-3%,9%,1.9,33,1%,1.2%,-0.8%,
Cc1ncc(CO)c2c1Oc1nc(-c3ccccc3F)nc(SCC(=O)N(C)c3ccccc3)c1C2,-0.5%,i,49,-11%,-7%,-1%,9.3,50,31%,7.9%,0.5%,
NC(=O)c1cccnc1Nc1cccc([N+](=O)[O-])c1,2.1%,i,23,0%,-1%,-1%,-0.5,62,11%,3.3%,-0.6%,
c1ccc(-c2nc3ccccn3c2-c2ccccc2)cc1,3.1%,i,43,x,-10%,12%,2.5,56,10%,15%,x,
c1ccc(Cn2nnnc2C(c2cccs2)N2CCOCC2)cc1 (centres undefined),1.1%,i,43,12%,2%,10%,-0.3,39,1%,1.7%,-0.2%,
O=C(CCNS(=O)(=O)c1ccccc1C(F)(F)F)N1CCN(C(c2ccccc2)c2ccccc2)CC1,0.5%[50 µM],i,48,1%,-10%,3%,2.0,45,15%,-0.7%,x,
O=C(CC12CC3CC(CC(Br)(C3)C1)C2)Nc1nncs1,0.1%,i,26,0%,2%,3%,1.3,43,9%,2.2%,-0.5%,
CCn1c(C)[n+](Cc2ccccc2)c2ccc(Cl)cc21,1.7%,i,9,-8%,7%,2%,1.2,57,18%,2.1%,0.6%,
CCCCN(C(=O)CC(c1ccccc1)c1ccccc1)c1c(N)n(CCC)c(=O)[nH]c1=O,-0.4%[50 µM],i,8,2%,-7%,-4%,1.6,48,22%,0.4%,-0.7%,
Cc1nn(CCCC(=O)Nc2sc3c(c2C#N)CCC3)c(C)c1[N+](=O)[O-],0.1%,i,32,4%,-1%,18%,2.1,48,-3%,5.2%,-0.7%,
O=C(O)c1cc(=O)cc(C(=O)O)[nH]1,3.2%,i,34,-2%,3%,10%,-0.7,68,16%,-1.0%,-0.4%,
O=C(NCCN1CCCC1)c1ccc2c(c1)N(Cc1cccc(Cl)c1)C(=O)c1ccccc1S2(=O)=O,0.3%,i,24,0%,-3%,-1%,2.6,65,10%,-0.2%,1.1%,
CC1N(C)c2cccc3cccc(c23)N1C,1.4%,i,37,5%,-32%,25µM*,-3.3,71,32%,0.7%,0.0%,
O=C(O)c1c2c(nc3ccccc13)CCCCC2,1.0%[50 µM],i,53,-13%,-2%,7%,-1.1,27,4%,1.6%,1.0%,
COc1ccc2nc(N(CCN(C)C)C(=O)c3ccc(C(=O)c4ccccc4)cc3)sc2c1,-0.1%,i,67,-4%,-7%,2%,2.4,84,4%,0.0%,-0.1%,
Cc1cc(=O)c(C(=O)O)nn1-c1ccccc1C(F)(F)F,0.7%,i,6,-1%,-5%,6%,0.1,51,1%,0.5%,0.1%,
CC(=O)Oc1ccc([N+](=O)[O-])cc1N1C(=O)c2ccccc2C1=O,3.9%[50 µM],i,13,5%,-5%,51%,0.4,46,36%,-0.2%,-0.1%,
COC(=O)c1cc(=O)nc2sc3ccccc3n12,-1.2%,i,32,-6%,2%,3%,-0.1,76,13%,1.5%,0.1%,
Cc1ccc(N2C(=O)CC(Cc3cc(C)cc(C)c3)C2=O)cc1 (centres undefined),0.6%,i,56,7%,-5%,2%,-0.2,48,10%,-0.5%,-0.1%,
CC(C)C(=O)Nc1c2c(nn1-c1ccc([N+](=O)[O-])cc1)CS(=O)(=O)C2,0.2%,i,35,-4%,-4%,5%,-1.2,79,10%,1.5%,-0.4%,
COc1ccccc1NC(=O)c1ccc(NC(=O)CNC(=O)c2ccc(OC)c(OC)c2)cc1,0.1%,i,24,-3%,-5%,6%,-1.2,53,4%,0.4%,-0.1%,
O=C(CN1C(=O)c2ccccc2S1(=O)=O)Nc1cccnc1,0.3%,i,58,6%,-9%,7%,-0.9,55,0%,2.1%,0.0%,

# Among those listed so far, 4 have a nitro group on carbon.
SMILES,UTI89 phage lysis,T cell modulator,T cell modulator vesicle-bound %,PhoP inhibition,Dengue-2 NS5 capping,Rac1 GTP hydrolysis,NTR1 agonist,NTR1 agonist cell count 20 µM,Large T inhibition,RSV antiviral HEp-2,West Nile virus CPE,others
NC(=O)c1cccnc1Nc1cccc([N+](=O)[O-])c1,2.1%,i,23,0%,-1%,-1%,-0.5,62,11%,3.3%,-0.6%,
Cc1nn(CCCC(=O)Nc2sc3c(c2C#N)CCC3)c(C)c1[N+](=O)[O-],0.1%,i,32,4%,-1%,18%,2.1,48,-3%,5.2%,-0.7%,
CC(=O)Oc1ccc([N+](=O)[O-])cc1N1C(=O)c2ccccc2C1=O,3.9%[50 µM],i,13,5%,-5%,51%,0.4,46,36%,-0.2%,-0.1%,
CC(C)C(=O)Nc1c2c(nn1-c1ccc([N+](=O)[O-])cc1)CS(=O)(=O)C2,0.2%,i,35,-4%,-4%,5%,-1.2,79,10%,1.5%,-0.4%,

# (list continues)
SMILES,UTI89 phage lysis,T cell modulator,T cell modulator vesicle-bound %,PhoP inhibition,Dengue-2 NS5 capping,Rac1 GTP hydrolysis,NTR1 agonist,NTR1 agonist cell count 20 µM,Large T inhibition,RSV antiviral HEp-2,West Nile virus CPE,others
O=C1CC(c2ccc3ccccc3c2)NN1 (centres undefined),0.5%,i,39,x,-2%,10%,1.6,47,x,0.9%,x,
Cc1ccc(S(=O)(=O)Nc2c(Cl)c(Cl)c(O)c3ccccc23)cc1,x,i,56,-10%,x,x,0.8,72,19%,13%,-0.3%,
Cc1nn(Cc2ccccc2)c(Cl)c1/C=N/NC(=O)c1cccnc1,0.2%,i,26,-8%,-6%,8%,-0.9,76,6%,3.2%,-0.1%,
Cc1onc(NC(=O)NC(=O)c2ccccc2F)c1Br,0.1%,i,33,-6%,-6%,4%,-0.3,60,12%,0.9%,-0.4%,
O=C(c1cnsn1)N1CCCC(Nc2ccc(F)c(F)c2)C1 (centres undefined),0.2%,i,2,5%,-7%,9%,0.4,59,-2%,2.9%,-0.7%,
CC1=CC=CC2=N/C(=N\S(=O)(=O)c3ccc(F)cc3F)c3ccccc3CN12,0.5%,i,60,9%,3%,8%,8.4,57,2%,4.0%,-1.3%,
CN(C)C(=O)Cn1c(=O)n(C)c2ccccc21,0.8%,i,28,-7%,5%,6%,-1.5,87,5%,0.7%,0.8%,Dengue-2 NS5 capping pilot replicate=1.2
O=S(=O)(c1cccc(F)c1)N1CCN(c2nc(-c3cccnc3)nc3ccccc23)CC1,0.1%[50 µM],i,51,x,-3%,5%,5.4,54,x,x,x,
Cc1cc(C)c(C)c(Oc2ncnc(N)c2[N+](=O)[O-])c1,3.5%,i,46,-8%,2%,8%,-0.3,47,10%,7.2%,0.0%,
O=C(COc1ccc2ccccc2c1)N1CCN(c2ccccc2O)CC1,3.2%,i,53,2%,-5%,17%,-2.1,53,30%,u,-0.3%,
COC(=O)C1=C(C(=O)OC)[C@@H]2N(Cc3ccccc3)c3ccccc3[C@@]23C[C@@H](C(=O)OC)N(C(=O)C2CCC2)C3=N1,x,i,22,3%,x,x,4.2,92,23%,1.2%,-0.2%,
Cc1ccc(NCC(=O)N=Nc2c(O)[nH]c3ccc([N+](=O)[O-])cc23)cc1,x,i,67,-14%,x,x,6.1,65,13%,2.3%,-0.6%,
CCOc1ccccc1-c1nnc(SCC(=O)NC2CC2)n1CC,-0.3%,i,9,1%,-1%,3%,0.3,59,5%,2.1%,0.3%,
O=C(COc1ccccc1)NCc1nnc2c3ccccc3c(-c3ccccc3)nn12,-0.4%,i,44,-4%,1%,8%,2.3,90,15%,3.2%,-0.7%,
Cc1cc(-c2n[nH]c(=S)n2/N=C/c2ccc(C)o2)n[nH]1,0.2%,i,20,-4%,-8%,21%,-1.1,54,19%,x,-0.3%,
C1CCc2c(nc3nnnn3c2N2CCOCC2)C1,1.9%,i,39,7%,-9%,17%,-2.8,97,12%,1.1%,-0.1%,
CCNC(=S)Nc1ccc(Cl)cc1Cl,3.3%,i,30,-2%,-8%,-5%,-0.1,41,11%,4.2%,-0.2%,
Cc1c(Cl)cccc1NC(=O)COC(=O)c1ccc(CN2CCCC2=O)cc1,0.3%[50 µM],i,29,x,5%,0%,1.5,76,x,2.3%,x,
Cc1ccc(C(=O)NC23CC4CC(CC(C4)C2)C3)c(Cl)c1,0.0%,i,55,-9%,-4%,5%,-1.6,8,8%,0.8%,-1.0%,
NC(=O)c1ccccc1NC(=O)c1ccc2c(c1)OCO2,0.7%,i,59,-5%,-1%,7%,-0.4,56,-1%,-0.5%,-0.6%,
COc1ccc(S(=O)(=O)Cc2ccc(C(=O)NCCc3cc(OC)ccc3OC)o2)cc1,-0.3%[50 µM],i,35,0%,-2%,5%,1.5,62,1%,6.9%,0.0%,
CCOC(=O)c1c(-c2ccc(C)cc2)csc1NC(=S)NC(=O)c1ccccc1,0.4%,i,6,4%,0%,14%,11,84,5%,u,u,
COC(=O)c1ccccc1-n1c(CCC(=O)O)ccc1-c1ccccc1,-0.1%,i,36,14%,1%,5%,-1.1,67,2%,1.1%,1.4%,Dengue-2 NS5 capping pilot replicate=-2.5
CN(C)c1nnnn1Cc1ccccc1,0.1%,i,50,5%,-4%,10%,-1.5,82,5%,0.9%,x,
Cc1nc2sc(C(c3ccc(Cl)cc3)N3CCN(c4ccccc4F)CC3)c(O)n2n1 (centres undefined),-0.4%,i,45,-20%,-3%,4%,3.8,47,5%,0.8%,0.1%,
CCOC(=O)N1CCN(C(=O)c2ccc(OC)cc2)CC1,0.5%,i,43,-3%,-19%,6%,-0.7,60,15%,0.6%,0.0%,

# High-throughput results deposited in PubChem by several laboratories.
